Screening data (PubChem BioAssay)
Cav32 inh – human Cav3.2 channel inhibition, primary screen | O95180 | Cav3.2-expressing cells, Fluo-4 calcium fluorescence FDSS; hits give low values | B-score at 10 µM | 4% of 100,000 active | AID 449739;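 active means single-dose well whose peak fluorescence ratio is a statistical outlier from its plate by either plate-standardised score or position-corrected B-score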
* marks the source's active call; other numbers are inactive results; & = joins results of further samples.

SMILES	Cav32 inh
Cc1cc(C)cc(OCC(=O)NNC(=O)CCC(=O)NCc2ccccc2)c1	-0.37
CCn1c(C)[n+](CCOCC[n+]2c(C)n(CC)c3cc(Cl)c(Cl)cc32)c2cc(Cl)c(Cl)cc21	1.7
COC(=O)CSc1nc(-c2ccc(F)cc2)cc(C(F)(F)F)n1	-0.45
COc1cc(NC(=S)Nc2ccc(S(=O)(=O)N3CCOCC3)cc2)cc(OC)c1OC	1.9
CCc1nnc(NC(=O)C2CCCN(S(=O)(=O)c3ccccc3)C2)s1 (stereo unspecified)	-0.0083
CCOc1cccc(C(=O)Nc2cc(-c3nn4c(C)nnc4s3)ccc2C)c1	-1.1
COc1ccccc1-c1nc(C#N)c(NCc2ccc(F)cc2)o1	0.053
CCCCCCc1cc2cc(S(=O)(=O)c3ccc(Cl)cc3)c(=O)oc2cc1O	-0.21
Cc1ccc(C)c(NC(=S)c2ccccn2)c1	0.1
COc1ccc(C2CC(=O)C=C(NCC3CCCO3)C2)cc1 (stereo unspecified)	0.0099
O=C(O)CSCc1ccc(C(=O)O)o1	-0.014
CCOC(=O)C1CCCN(C(=O)c2ccccc2NC(C)=O)C1 (stereo unspecified)	-0.87
CCCC(=O)NC(=S)Nc1ccc(NC(=O)c2cccs2)cc1	-0.025
COc1ccc(NC(=O)CNS(=O)(=O)c2ccccc2)cc1Cl	-0.59
CSC1=NCCN1C(=O)COc1ccccc1	0.034
c1ccc(-c2nnc(-c3ccccc3)o2)cc1	0.33
CCC(=O)c1ccc(OCCSc2ncccn2)cc1	1.1
COC(=O)CCCCCN1C(=O)NC(c2ccccc2)C(C(=O)OCc2ccccc2)=C1C (stereo unspecified)	-0.62
Fc1ccccc1CSc1ncn[nH]1	0.86
CN(c1ccc(C(=O)N2CCOCC2)cc1[N+](=O)[O-])C1CCCCC1	-1.4

Molecules from the list above with two or more sulfur atoms (3):
SMILES	Cav32 inh
COc1cc(NC(=S)Nc2ccc(S(=O)(=O)N3CCOCC3)cc2)cc(OC)c1OC	1.9
CCc1nnc(NC(=O)C2CCCN(S(=O)(=O)c3ccccc3)C2)s1 (stereo unspecified)	-0.0083
CCCC(=O)NC(=S)Nc1ccc(NC(=O)c2cccs2)cc1	-0.025

Copied from the list.
`COC(=O)CCCCCN1C(=O)NC(c2ccccc2)C(C(=O)OCc2ccccc2)=C1C` (stereo unspecified) | Cav32 inh: -0.62
`COc1ccc(NC(=O)CNS(=O)(=O)c2ccccc2)cc1Cl` | Cav32 inh: -0.59

New compounds follow.
SMILES	Cav32 inh
CCCC(=O)N1CCN(c2ccc(NC(=O)c3ccco3)cc2)CC1	0.55
CCn1cc(C(=O)NCc2ccc(C)o2)c2cc(OC)c(OC)cc2c1=O	0.63
COc1ccc(CN2CCN(C(=O)c3ccco3)CC2)cc1	0.86
Cc1cc(=O)c(C(=O)O)cn1Nc1ccc(F)cc1	0.22
Cc1onc(-c2c(Cl)cccc2Cl)c1C(=O)Nn1cnnc1	0.39
N#Cc1cccc(Cn2nnc(-c3ccccc3)n2)c1	-2.6
CCCC(=NCC(=O)O)C1=C(O)C(C(=O)OC)C(C)(C)CC1=O (stereo unspecified)	1
O=C(NCc1cccs1)c1cc(S(=O)(=O)N2CCCCC2)ccc1Cl	-0.34
CN=C(C)C1=C(O)C(C(=O)OC)C(C)(C)CC1=O (stereo unspecified)	-0.33
CCn1nnnc1SCC(=O)Nc1nc(-c2cccs2)cs1	-2
CC(C)(C)C(=O)OCc1cn(-c2ccc(Cl)cc2)nn1	-0.86
CC(C)n1nc(C(=O)OCC(=O)N(C)C2CCS(=O)(=O)C2)c2ccccc2c1=O (stereo unspecified)	0.44
O=C(Nc1cnc2ccccn2c1=O)c1ccc(Cl)cc1	0.3
Cc1cc(NC(=O)NC2(C(F)(F)F)Oc3ccc(Cl)cc3O2)no1 (stereo unspecified)	1.2
CC/C(=N\n1nnnc1Nc1ccccc1)c1ccccc1	-5.7*
Cn1nnc(-c2ccc(OCc3ccccc3F)cc2)n1	0.012
O=C(Cc1cc(=O)[nH][nH]1)N/N=C/C(Cl)=C/c1ccccc1	0.63&0.02
O=C(Cc1ccccc1)N/N=C/c1ccc([N+](=O)[O-])s1	-0.05
O=c1c2ccccc2nnn1CSc1nnc(-c2ccco2)o1	-2.2
Cc1coc2c(C)c3oc(=O)c4c(c3cc12)CCCC4	-0.28

At a glance, 7 of the compounds above.
SMILES	Cav32 inh
CC(C)(C)C(=O)OCc1cn(-c2ccc(Cl)cc2)nn1	-0.86
CC(C)n1nc(C(=O)OCC(=O)N(C)C2CCS(=O)(=O)C2)c2ccccc2c1=O (stereo unspecified)	0.44
O=C(Nc1cnc2ccccn2c1=O)c1ccc(Cl)cc1	0.3
Cc1cc(NC(=O)NC2(C(F)(F)F)Oc3ccc(Cl)cc3O2)no1 (stereo unspecified)	1.2
CC/C(=N\n1nnnc1Nc1ccccc1)c1ccccc1	-5.7*
Cn1nnc(-c2ccc(OCc3ccccc3F)cc2)n1	0.012
O=C(Cc1cc(=O)[nH][nH]1)N/N=C/C(Cl)=C/c1ccccc1	0.63&0.02

New compounds follow.
SMILES	Cav32 inh
Cc1cc(C)cc(NC(=O)CSCc2cnn(-c3ccccc3)c2-n2cccc2)c1	-2.2
COCCN(C(=O)Cc1cccs1)C(C(=O)NCc1ccc(OC)cc1)c1ccc(C)cc1 (stereo unspecified)	-1.2
O=C(C1=C(O)C(=O)N(CCN2CCOCC2)C1c1ccncc1)c1ccco1 (stereo unspecified)	-0.61
COC(=O)c1ccc(OC(=O)c2ccccn2)cc1	-0.54
O=C(COc1ncnc2sccc12)N1CCN(S(=O)(=O)c2ccc(Cl)cc2)CC1	0.87
CS(=O)(=O)c1ccc(Sc2nc3ccccc3[nH]2)c([N+](=O)[O-])c1	1.3
Nn1cnc2sc3c(c2c1=O)CCC3	-0.33
N/C(=N\OC(=O)C1CCCCC1)c1ccccn1	0.64
CCn1c(C(=O)N2CCC(C(=O)NCc3ccc4c(c3)OCO4)CC2)cc2sccc21	-5.9*
CCN(CC)CCNc1nc2ccccc2n1C	-0.19
Cc1ccc(Cn2nnnc2CN2CCC(NC(=O)c3ccccc3F)CC2)cc1	-0.046
Cc1ccccc1C(=O)OCn1nnc2ccccc2c1=O	-1.8
NC(N)=Nc1nc(CSCC/C(N)=N/S(N)(=O)=O)cs1	-1.6
Cc1cc2nc(-c3ccc(SCc4ccc(C#N)cc4)nc3)[nH]c2cc1C	-2.5
Cc1cc(N)ccc1-n1c(C)ccc1C	-0.83
Cc1ccc(SC/C(O)=C(\C#N)c2nc3ccccc3n2C)cc1	-0.41
O=C1c2ccccc2CCC12N=NCC2c1ccccc1 (stereo unspecified)	-0.6
CCOC(=O)Cn1nc(C)n(-c2ccc(C(C)C)cc2)c1=O	0.53
COc1ccc2[nH]cc(CC(=O)O)c2c1	1.4
COc1ccc2[nH]c(=O)c(CN(CC3CCCO3)C(=O)Nc3ccccc3OC)cc2c1 (stereo unspecified)	0.13

Exported in markdown: 3 of the compounds above
| mol | Cav32 inh |
| --- | --- |
| Cc1cc(N)ccc1-n1c(C)ccc1C | -0.83 |
| Cc1ccc(SC/C(O)=C(\C#N)c2nc3ccccc3n2C)cc1 | -0.41 |
| O=C1c2ccccc2CCC12N=NCC2c1ccccc1 (stereo unspecified) | -0.6 |

(list continues)
SMILES	Cav32 inh
CCN1c2ccccc2NC2C1C(C(C)=O)C(=O)N2c1ccc(Cl)cc1 (stereo unspecified)	-2.3
Cc1cc(C)c2cc(C#N)c(NCCCNC(=O)CCC(=O)O)nc2c1	0.35
CCCCCCN(C(=O)CCCCCN1C(=O)NC(c2ccc(-c3ccccc3)cc2)C(C(=O)OCc2ccccc2)=C1C)C(C(=O)NCCCC)c1ccc(-c2ccccc2)cc1 (stereo unspecified)	-0.23
O=C(C1Cc2ccccc2CN1S(=O)(=O)c1ccc(F)cc1)N1CCOCC1 (stereo unspecified)	-2.7
COc1ccc(NS(=O)(=O)c2ccc(NC(=S)NC(=O)CC(C)C)cc2)cc1	-2.7
Cc1sc(NC(=O)c2ccc(OCC(C)C)cc2)c(C(N)=O)c1-c1ccc(Cl)cc1Cl	-0.17
CCCCOC(=O)CN1C(=O)c2ccc(C(=O)OCCCC)cc2C1=O	0.82
COC(=O)c1cc(-c2ccccc2)on1	0.25
Cc1cc(NC(=O)CCN2CCC(C(N)=O)CC2)ccc1Br	1.1
COc1ccc(N2CCN(S(=O)(=O)c3cccc4nsnc34)CC2)cc1	0.6
CCCn1c(C(=O)OC)cc2c1ccn2-c1ccc(F)cc1	-0.19
O=C(OC(C(=O)NCc1cccs1)c1ccccc1Cl)c1ccco1 (stereo unspecified)	0.081
O=c1cc(-c2ccc(F)cc2)oc2ccccc12	-0.53
CCOC(=O)C(=O)Nc1nnc(C2CCCCC2)s1	0.49
N#CC1=C(N)SC(N)=C(C#N)C1C1C=CCCC1 (stereo unspecified)	0.66
COc1ccc(C(=O)CSc2nnc(-c3cnccn3)n2Cc2ccco2)cc1	-0.2
O=C1N(c2ccc(Cl)c(Cl)c2)CN(Cc2ccccc2)CN1n1cnnc1	0.052
Cc1ccc(C2CC(=O)Nc3sc(C(N)=O)c(N)c32)cc1 (stereo unspecified)	0.78
COc1cccc(N2CCN(C3CC(=O)N(c4ccc(C)c(Cl)c4)C3=O)CC2)c1 (stereo unspecified)	-0.2
CCc1ccc(NC(=O)Cn2nc(C(F)(F)F)c3c2CCC3)cc1	-4.8
Brc1cnc(N2CCCC2)nc1N1CCOCC1	0.23
COc1ccc(NC(=O)C2CCCO2)cc1Cl (stereo unspecified)	0.11
Cc1ccccc1NC(=O)C(NS(=O)(=O)c1ccc2c(c1)c(=O)n(C)c(=O)n2C)c1ccccc1 (stereo unspecified)	1.3
O=C1NC[C@H](c2ccccc2)N(CCc2cc(C(F)(F)F)cc(C(F)(F)F)c2)C1=O	-0.47
CCOC(=O)N1CCN(c2c(NC3CCN(Cc4ccccc4)CC3)c(=O)c2=O)CC1	0.084
COC(=O)c1c(O)ccc(Oc2ccccc2)c1C(=O)OC	0.19
Cc1sc2ncnc(OCC(=O)NCC3CCCO3)c2c1C (stereo unspecified)	0.35
CC(=O)N1CCN(c2cc(N3CCc4ccccc4C3)c(F)cc2[N+](=O)[O-])CC1	1
CCOC(=O)c1sc(C)c2c1NC(c1ccc(N(C)C)cc1)NC2=O (stereo unspecified)	-3.6*
CCCCn1ccnc1C(=O)c1cccc(S(=O)(=O)N2c3ccccc3CC2C)c1 (stereo unspecified)	-5.7*
CCOc1ccccc1NC1c2ccccc2C(=O)N1Cc1ccco1 (stereo unspecified)	-3.8
O=C(NCc1ccccc1)OCCN1CCN(Cc2ccccc2)CCC1=O	0.47
COc1cc(OC)cc(C(=O)Nc2ccc(-c3nc4ccccc4o3)c(O)c2)c1	-0.2
CN(C)c1ccc(C(=O)Nc2nnc(-c3ccc(Cl)cc3)o2)cc1	0.061
Cc1cc(CCN2CCC(=O)NC2=O)ccc1OC(C)C	0.22
COc1cccc(NC(=O)CN2CCC(C)CC2)c1	1.7
CCCOC(=O)C1[C@H]2C(=O)N(Cc3ccco3)C[C@]23C=C[C@H]1O3 (stereo partly specified)	0.072
Cc1c(C)n(C(=O)CN2CCC(C)CC2)c2ccccc12	-2.5
Cc1cc(C)c(C#N)c(SCC(=O)C(C)(C)C)n1	-1.2
COc1cccc(NC2=CC(=O)CC(C)(C)C2)c1	0.45
CC1(C(=O)NCCCNc2ncc(C(F)(F)F)cc2Cl)C=CCN1C(=O)c1ccccc1 (stereo unspecified)	-0.88
CCN(CC)S(=O)(=O)c1ccc(N(C)Cc2cccnc2)nc1	0.48
Cc1ccc(Nc2ncccc2C(=O)NCc2cccs2)c(C)c1	-1.2
C1CCC(n2nnnc2CN2CCCC2)CC1	1.2
Cc1nnc(SCc2ccccc2)nc1-c1ccccc1	0.37
O=C(Cn1cnc2ccccc2c1=O)c1c[nH]c2ccccc12	-0.3
COc1ccc(OC)c(-n2c(N)c(C(=O)NCC3CCCO3)c3nc4ccccc4nc32)c1 (stereo unspecified)	-4
Cc1ccc(Cn2c(=O)n(CCC(=O)NCc3ccc4c(c3)OCO4)c(=O)c3ccccc32)cc1	1.5
Nc1ncnc(N(c2ccccc2)C2CCCCC2)c1[N+](=O)[O-]	0.41
Cc1[nH]n(-c2ccc([N+](=O)[O-])cc2)c(=O)c1C=NCCN1CCN(C(=O)c2ccc(Br)cc2)CC1	-1.2
Additional compounds
SMILES	Cav32 inh
CCC(C)(C(=O)NC1CCCC1)N(C(=O)CNC(C)=O)c1ccccc1 (stereo unspecified)	0.033
O=C(C1CCN(c2ncnc3c2sc2cccc(F)c23)CC1)N1CCOCC1	1.6
Cc1ccc(SCCCCN2C(=O)NC(C)(C)C2=O)cc1	0.63
COc1ccc2nc(C)c3cc(C)oc3c2c1	-0.36
CCS(=O)(=O)N1CCC(C(=O)NCCC2=CCCCC2)CC1	1
CCn1cc(C(=O)O)c(=O)c2cc(S(=O)(=O)N(C)C)ccc21	0.28
COC(=O)C1C2C=CC3(CN(C(C)C)C(=O)C13)O2 (stereo unspecified)	-0.34
CC(C)Oc1ccc(C(=O)N/N=C/c2ccc(-c3ccc(S(=O)(=O)Nc4ncccn4)cc3)o2)cc1	0.81
CSc1ccccc1NC(=S)Nc1ccccc1C(F)(F)F	0.096
COc1ccc(-c2nc3ccccc3c(=O)o2)cc1OC	0.61
Cn1c(CCCOc2ccc(Cl)cc2Cl)nnc1SCC(=O)Nc1nccs1	-0.78
CN1CCN(CCC(=O)Nc2ccccc2Cl)CC1	-0.51
COc1ccc(/C=N/NC(=O)CC(=O)NCCc2ccccc2)cc1OC	0.02
COc1ccc(NC(=O)CCS(=O)(=O)c2ccc3c(c2)CCCN3C(C)=O)cc1	0.22
Cc1ccccc1C(=O)N=c1sccn1C	0.62
N/C(=N\OC(=O)c1ccccc1[N+](=O)[O-])c1cccnc1	0.12
O=C(NCCc1c[nH]c2ccccc12)C(F)(F)C(F)F	0.17
Cc1ccc(C(=O)CSc2nc3cccnc3n2C)cc1	-0.053
O=C(CC1CCCC1)Nc1nc2ccccc2[nH]1	-0.72
O=c1cc(N2CCOCC2)[nH]c(=O)n1C1CCCCC1	0.73
OCc1cn(-c2ccccc2)nc1-c1ccc(-c2nn(-c3ccccc3)cc2CO)cc1	0.093
COc1ccc(C2CC(c3c(-c4ccccc4)c4cc(Cl)ccc4[nH]c3=O)=NN2S(C)(=O)=O)cc1 (stereo unspecified)	2.6
CC#CCCCC(=O)Nc1ccc(C(=O)O)cc1	0.71

Only part of the results is shown. The share of hits here may be higher or lower than overall.
